KB-3-1 cytotox = qHTS assay for MDR1-selective chemotherapeutics: Primary screen using the parental adenocarcinoma cell KB-3-1. AID 1347075, 2019. hit rate 1.4% among 400,000. KB-3-1 viability, CellTiter-Glo ATP luminescence, 72 h. Potency, µM (top dose mostly 46.1 µM), for inactives: at the highest dose activity change, negative = cytotoxic, most hits filed as cytotoxic; also: potency is read from the fitted curve at half-maximal effect; % is scaled to controls: 0 for no effect and ±100 for the full control effect; nearly all actives have a fitted effect of over 60% in size
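Here the drug-naive KB-3-1 line serves as comparator for MDR sub-line selectivity; cells received compound titrations, 72 h at 37 °C, then CellTiter-Glo readout.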
HT1080-NT tox = qHTS for induction of synthetic lethality in tumor cells producing 2HG: qHTS for the HT-1080-NT fibrosarcoma cell line; HT-1080-NT fibrosarcoma viability, CellTiter-Glo ATP luminescence, 48 h; Potency, µM (doses to about 46.1 µM), without a hit: top-dose activity, negative = less viability, most hits filed as cytotoxic; hit rate 1.6% among 360,000; AID 686970, 2013;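 also: NT is the 2HG producing partner of a matched IDH1 knockdown line; potency is read from the fitted curve at half-maximal effect; 0% = DMSO-treated cells and -100% = media-only wells without cells; nearly all actives have a fitted effect of over 55% in size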
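HT-1080-NT; 750 cells/well; 5% FBS RPMI; 48 h compound, 37 degrees C; CellTiter-Glo luminescence; curve fitting and curve-class assignment.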
ATXN2 expr inh = Primary qHTS for Inhibitors of ATXN expression; hit rate 0.72% among 360,000; HEK-293 ATXN2-luciferase reporter, luminescence, 24 h; Potency, µM (doses to about 57 µM), inactives show top-dose activity change, negative = inhibition, usual class: inhibitors; also: potency is read from the fitted curve at half-maximal effect; % is scaled to controls: 0 for no effect and ±100 for the full control effect; nearly all actives have a fitted effect of over 55% in size
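ATXN2-luciferase reporter cells (luciferase flanked by upstream and downstream ATXN2 gene portions) were treated 24 h at 37 °C with compounds at up to 57 uM. SteadyGlo luminescence gave expression; GF-AFC fluorescence gave viability.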
IL-1B inflam inh = qHTS for Inhibitors of Inflammasome Signaling: IL-1-beta AlphaLISA Primary Screen; THP-1 LPS/ATP IL-1B secretion, AlphaLISA, 16 h; active compounds read low; activity change, % at 57.5 µM; hit rate 4.7% among 360,000; AID 743279, 2014; in the data active = activity change below about -50%; inconclusive = mostly about -30% to -49%; also: % is scaled to controls: 0 for no effect and ±100 for the full control effect
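THP-1 cells pretreated 1 hr with compounds (up to 57.5 uM final), then stimulated with LPS (250 ng/mL final) plus ATP (1.25 mM final); secreted IL-1B measured by AlphaLISA after 16 hr, decreased signal indicating inhibition.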
MCF10A rereplic = A quantitative high throughput screen for small molecules that induce DNA re-replication in MCF 10a normal breast cells. MCF 10A DNA re-replication, Hoechst nuclear intensity, 48 h. Potency, µM (titrated, usually from 46.1 µM), inactives show at the highest dose activity, positive = re-replication, usual class: activators. hit rate 2.9% among 350,000. AID 624296, 2012; also: potency is read from the fitted curve at half-maximal effect; % of control where 0% means no effect; nearly all actives have a fitted effect of over 50% in size
KB-V1 cytotox = qHTS assay for MDR1-selective chemotherapeutics: Primary screen using the drug-selected MDR subline cells KB-V1. Potency, µM (series often up to 46.1 µM), without a hit: top-dose activity change, negative = cytotoxicity, actives largely listed as cytotoxic. hit rate 3.4% among 400,000. KB-V1 MDR cells viability, CellTiter-Glo, 72 h; also: potency is read from the fitted curve at half-maximal effect; % is scaled to controls: 0 for no effect and ±100 for the full control effect; nearly all actives have a fitted effect of over 60% in size
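Compound-treated KB-V1 multidrug-resistant cells, 72 h, 37 degrees C; viability by CellTiter-Glo. Fitted qHTS curves give the values.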
HT1080 IDH1KD tx = qHTS for induction of synthetic lethality in tumor cells producing 2HG: qHTS for the HT-1080-IDH1KD cell line; HT-1080 IDH1 knockdown viability, ATP luminescence, 48 h; Potency, µM (series often up to 46.1 µM), for the others: at the top dose activity, negative = toxicity, actives largely listed as cytotoxic; hit rate 2% among 360,000;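 also: potency is read from the fitted curve at half-maximal effect; 0% = DMSO wells and -100% = cell-free medium wells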
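Cytotoxicity counter-line: IDH1KD HT-1080, 48 h, CellTiter-Glo. Curves classed by r2, magnitude and activity.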
SW480 rereplic = A quantitative high throughput screen for small molecules that induce DNA re-replication in SW480 colon adenocarcinoma cells | SW480 DNA re-replication, Hoechst DNA content imaging, 48 h | Potency, µM (top dose mostly 46.1 µM), inactives show at the top dose re-replication activation, most hits filed as activators | hit rate 1.8% among 340,000; also: potency is read from the fitted curve at half-maximal effect; % of control where 0% means no effect; nearly all actives have a fitted effect of over 55% in size
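First, 250 cells per well were seeded. Next, compound or vehicle (23 nL) was pinned in, plates sat 48 hr at 37 C. Finally Hoechst was added for 40 min before fluorescence scanning.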
WRN inhibitor = qHTS for Inhibitors of WRN Helicase | WRN helicase unwinding, fluorescent forked duplex, kinetic | Potency, µM (titrated, usually from 114 µM), for inactives: top-dose activity change, negative = inhibition, actives largely listed as inhibitors | hit rate 0.46% among 360,000 | AID 651768, 2012; also: potency is read from the fitted curve at half-maximal effect; % is scaled to controls: 0 for no effect and ±100 for the full control effect; nearly all actives have a fitted effect of over 55% in size
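Fluorescence dequenching readout, ex 525 nm/em 598 nm, kinetic mode: forked duplex DNA (100 nM final) with adjacent fluorophore and quencher unwound by WRN (20 nM final) with 2 mM ATP. Compound preincubation 15 min, room temperature.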
Numbers without * were called inactive; ? = inconclusive; . = no result given; [ ] = remark or other dose. Unless noted, calls follow the shape of the dose curve; as a rule, active = well fitted curve in the direction sought with a large enough effect; inconclusive = small, poorly fitted or top-dose-only effect, or another doubt; inactive = no such curve, though single readings can be large; an effect the other way counts as inactive or inconclusive.

Sample of the layout, 3 compounds:
SMILES	KB-3-1 cytotox	HT1080-NT tox	ATXN2 expr inh	IL-1B inflam inh	MCF10A rereplic	KB-V1 cytotox	HT1080 IDH1KD tx	SW480 rereplic	WRN inhibitor
Cc1ccc(-n2nnnc2SC(C(=O)c2c[nH]c3ccccc23)c2ccccc2)cc1 (stereo not drawn)	15%	0%	4%	0	-3%	-5%	2%	.	-25%
O=C(CN1C(=O)c2ccc([N+](=O)[O-])cc2C1=O)NC1CCCCCC1	22%	2%	-8%	14	-4%	1%	-1%	?	-2%
c1ccc(N2CCN(Cc3cn4cccnc4n3)CC2)cc1	?	10%	2%	5	0%	-7%	-1%	-20%	-7%

All compounds of this part (from the top)
SMILES	KB-3-1 cytotox	HT1080-NT tox	ATXN2 expr inh	IL-1B inflam inh	MCF10A rereplic	KB-V1 cytotox	HT1080 IDH1KD tx	SW480 rereplic	WRN inhibitor
Cc1ccc(-n2nnnc2SC(C(=O)c2c[nH]c3ccccc23)c2ccccc2)cc1 (stereo not drawn)	15%	0%	4%	0	-3%	-5%	2%	.	-25%
O=C(CN1C(=O)c2ccc([N+](=O)[O-])cc2C1=O)NC1CCCCCC1	22%	2%	-8%	14	-4%	1%	-1%	?	-2%
c1ccc(N2CCN(Cc3cn4cccnc4n3)CC2)cc1	?	10%	2%	5	0%	-7%	-1%	-20%	-7%
O=C(COC(=O)c1ccc(S(=O)(=O)N2CCCCCC2)cc1)NCc1ccc(Cl)cc1	30%	4%[9.24 µM]	2%	5	-3%	0%	8%	-29%	-4%
COc1ccc(C(CNC(=O)c2c(C)nn(Cc3ccccc3)c2Cl)N2CCOCC2)cc1 (stereo not drawn)	-12%	-3%	.	28	6%	4%	-2%	1%	-10%
COC(=O)C1=C(C)N(Cc2ccccc2)C(=O)N[C@H]1CCc1ccccc1	0%	9%	14%	0	9%	8%	2%	-36%[inhibitor]	-5%
CCCCOc1ccc(CN2CCC(O)CC2)cc1	-15%	-2%	28%	-4	13%	9%	4%	-12%	2%
CCCCC[C@@H]1C=C(C(=O)O)[C@H](c2ccc(Br)cc2)N1S(=O)(=O)c1ccc(C)cc1	0%	2%	0%	16	?	0%	-4%	-63%[inhibitor]	-8%
Cc1cc(=O)n2nc(N3CCCC(C(=O)NCCCN4C(C)CCCC4C)C3)sc2n1 (stereo not drawn)	0%	8%	.	-5	.	-2%	3%	.	5%
O=c1c(Cc2ccc(F)cc2)c(O)ccn1CCCN1CCOCC1	6%	1%	.	0	-4%	8%	-1%	?	-3%
Cc1ccc(NC(=O)N(CCC(=O)O)Cc2ccccc2)cc1	5%	27%	-12%	.	-16%	1%	14%	-42%[inhibitor]	8%
COc1ccc(C2/C(=C(/O)c3ccc(C)cc3)C(=O)C(=O)N2c2ccccn2)cc1OC (stereo not drawn)	12%	17%	.	0	0%	?	0%	-17%	1%
CCCN1CCN(CCCNC(=O)CN2C(=O)COc3ccccc32)CC1	3%	-1%	-6%	5	2%	22%	24%	1%	6%
COc1ccccc1NC(=O)Nc1nc(CC(=O)N2CCN(c3ccccc3F)CC2)cs1	?	-21%	?	-23	?	?	?	-429%[inhibitor]	-7%
CN(C)/C=C/C(=O)c1ccccc1F	-1%	0%	.	0	5%	12%	1%	-20%	-3%
O=C(OCc1cc2ccccc2[nH]c1=O)c1cccnc1	-5%	5%	-3%	-13	-4%	-7%	7%	-5%	-10%
Cc1ccc(S(=O)(=O)Nc2nc(C)c(C(=O)N/N=C/c3ccccc3)s2)cc1	-6%	-4%	13%	-2	-9%	-13%	-15%	-14%	-32%
Cc1ccc(NC(=O)CCN2C(=O)c3ccccc3C2=O)cc1C	1%	0%	.	-1	-8%	?	14%	-49%	1%
CCOc1ccc(C(=O)N[C@H](C(=O)Nc2ccc(OC)c(S(=O)(=O)N3CCOCC3)c2)C(C)C)cc1	4%	-3%	.	?	3%	-13%	-5%	0%	7%
CN1CCN(Cc2c(C(=O)N/N=C/c3cccc(Br)c3)nnn2-c2nonc2N)CC1	-1%	1%	.	6	-5%	8%	0%	-14%	1%
Cc1ccc(/C=N/n2c(COc3ccccc3)n[nH]c2=S)o1	2%	9%	.	27	?	?	2%	105%	0%
O=[N+]([O-])c1cccc(CSc2nnc(Cc3ccccc3)n2-c2ccc(F)cc2)c1	0%	-19%	-16%	3	23%	?	-28%	.	-26%
CC(C)=CC(=O)OCC(=O)Nc1ccc(SC(F)F)cc1	-1%	-1%	19%	-10	1%	1%	5%	8%	-27%
S=C(NN=C1CCN(Cc2ccccc2)CC1)NC1CCCCC1	2%	-5%	.	0	12%	1%	-15%	-3%	-2%
Cc1ccc(NS(=O)(=O)c2cc(C(=O)NCCSc3ccc(C)cc3)ccc2C)cc1	2%	?	?	-53*	26%	16µM*	?	16%	-15%
Continued.
SMILES	KB-3-1 cytotox	HT1080-NT tox	ATXN2 expr inh	IL-1B inflam inh	MCF10A rereplic	KB-V1 cytotox	HT1080 IDH1KD tx	SW480 rereplic	WRN inhibitor
CCOc1ccc(C(=O)C2CCN(CC(=O)Nc3nccs3)CC2)cc1	?	?	-24%	-6	?	?	-12%	-16%	7%
Cc1cc(-n2ccc(=O)[nH]c2=O)nc(-c2ccccc2)n1	6%	-16%	18%	5	-5%	20%	-8%	-52%[inhibitor]	2%
COc1ccc(CN2CCNC(=O)C2CC(=O)NCCC2=CCCCC2)c(F)c1 (stereo not drawn)	3%	8%	6%	-5	2%	-8%	4%	-6%	-17%
CCOC(=O)C1(Cc2ccccc2)C(=O)Nc2ccccc21 (stereo not drawn)	-3%	-10%	-24%	32	5%	6%	-5%	-5%	1%
CC(C)CN(C(=O)c1nn(C)c(=O)c2ccccc12)c1nc2ccccc2s1	-16%	-3%	3%	4	-2%	?	14%	-4%	-6%
O=C(Cc1ccc(Br)cc1)OCC(=O)c1ccc[nH]1	8%	3%	-2%	3	-2%	10%	-1%	1%	-7%
O=C(CCCc1nc(-c2ccccc2Cl)no1)NCc1cccnc1	7%	-5%	6%	59	11%	-1%	?	-4%	5%
Cc1cc(C)cc(OCc2nc3ncc(Br)cc3[nH]2)c1	1.3µM*	?	-12%	41	?	1µM*	?	5.2µM*	-10%
COc1ccc(CC(=O)N[C@@H]2c3cc(OC)c(OC)cc3C[C@H]2O)cc1	0%	-2%	2%	-23	?	0%	-2%	-3%	-4%
Cn1c(SCC(=O)NCC2CCCO2)nc2c([nH]c3ccccc32)c1=O (stereo not drawn)	25%	3%	1%	22	3%	?	8%	-4%	-11%
Cc1ccc2nc(N(CCCN(C)C)C(=O)c3ccc4ncsc4c3)sc2c1	-1%	?	14%	0	?	-9%	?	?	7%
CN(C(=S)Nc1ccc(SC(F)F)cc1)c1ccc(O)cc1	-23%	-10%	-8%	-54*	-3%	1%	-9%	0%	-23%
COC(=O)c1ccc(Nc2nc(C)cc(C)n2)cc1	5%	29%	20%	0	3%	0%	18%	-1%	2%[57.1 µM]
CCOC(=O)C1=C(C)NC2=C(C(=O)CC(C)(C)C2)C1c1cccc(C)n1 (stereo not drawn)	19%	2%	-9%	25	0%	10%	-5%	-3%	-1%
Cn1c(=O)n(-c2cccc(Cl)c2)c(=O)c2c3c(sc21)COC(C)(C)C3	21%	-5%	.	-12	1%	0%	-6%	-12%	-8%
CC(NC(=O)C(=O)N1CCCCC1)C(c1cccs1)N1CCN(C)CC1 (stereo not drawn)	10%	-1%	0%	4	7%	9%	18%	-17%	2%
CC(=O)C(=Nc1ccccc1Cl)NNc1ccc(Cl)cc1	?	-3%	-15%	-25	?	-19%	-11%	1%	-8%
Cc1ccc2c(c1)NC(=O)[C@@]1(C)[C@@H](c3ccccc3)[C@H]3COc4ccccc4[C@@H]3N1C2=O	-12%	-24%	0%	?	-8%	24%	-4%	2%	-2%
COCc1cc(=O)[nH]c(-c2ccccc2OC(F)(F)F)n1	-1%	5%	.	-30	-1%	10%	4%	-16%	-5%

Complete entries as entered above:
CC(NC(=O)C(=O)N1CCCCC1)C(c1cccs1)N1CCN(C)CC1 (stereo not drawn) across the screens: KB-3-1 cytotox: 10%; HT1080-NT tox: -1%; ATXN2 expr inh: 0%; IL-1B inflam inh: 4; MCF10A rereplic: 7%; KB-V1 cytotox: 9%; HT1080 IDH1KD tx: 18%; SW480 rereplic: -17%; WRN inhibitor: 2%
Cn1c(=O)n(-c2cccc(Cl)c2)c(=O)c2c3c(sc21)COC(C)(C)C3 across the screens: KB-3-1 cytotox: 21%; HT1080-NT tox: -5%; ATXN2 expr inh: .; IL-1B inflam inh: -12; MCF10A rereplic: 1%; KB-V1 cytotox: 0%; HT1080 IDH1KD tx: -6%; SW480 rereplic: -12%; WRN inhibitor: -8%

Bioassay records (PubChem)
